# Compound activity: PubChem BioAssay, National Center for Advancing Translational Sciences (NCATS)
# RECQ1 helicase: inhibitors of human RECQ1 DNA helicase. P46063. RECQ1 DNA unwinding, red fluorescence kinetic read. Potency, µM (highest dose often 57.3 µM), for inactives: top-dose activity, negative = inhibition, hits mostly inhibitors. 240,000 compounds, 0.54% hits;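 also: plate controls were vehicle for no effect and no enzyme for full effect; nearly all actives have a fitted effect of over 30% in size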
# Target sequence (P46063 whole entry, looked up): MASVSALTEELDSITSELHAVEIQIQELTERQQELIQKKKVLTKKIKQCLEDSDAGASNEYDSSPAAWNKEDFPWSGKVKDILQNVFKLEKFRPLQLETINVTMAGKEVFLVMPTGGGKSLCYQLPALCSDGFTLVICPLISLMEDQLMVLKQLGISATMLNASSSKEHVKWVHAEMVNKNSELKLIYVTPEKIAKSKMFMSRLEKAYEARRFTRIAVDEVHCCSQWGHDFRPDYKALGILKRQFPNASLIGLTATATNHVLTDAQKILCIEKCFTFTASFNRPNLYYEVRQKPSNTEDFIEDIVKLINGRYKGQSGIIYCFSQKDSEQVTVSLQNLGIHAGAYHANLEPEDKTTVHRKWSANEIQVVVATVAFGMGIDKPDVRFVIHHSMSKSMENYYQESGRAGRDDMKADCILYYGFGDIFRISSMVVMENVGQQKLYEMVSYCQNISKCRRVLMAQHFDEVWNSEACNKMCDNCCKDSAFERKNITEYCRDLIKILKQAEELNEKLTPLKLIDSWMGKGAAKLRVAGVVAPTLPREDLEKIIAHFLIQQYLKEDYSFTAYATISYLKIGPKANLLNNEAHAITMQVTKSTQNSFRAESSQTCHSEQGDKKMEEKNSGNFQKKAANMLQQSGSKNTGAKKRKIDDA
#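 RECQ1T1 50 nM; forked duplex (20 bp + 30-nt ss tails) 200 nM, ATP 2 mM final; pH 8.0, 2 mM MgCl2, 2.5 ug/ml poly(dI-dC); 15 min compound preincubation; discontinuous kinetic read over 2 h at RT.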
# L3MBTL1 block: blocks human L3MBTL1 | AlphaScreen L3MBTL1–H3K9me1 peptide binding | Potency, µM (top dose mostly 57.1 µM), for inactives: at the highest dose activity, negative = inhibition, actives largely listed as inhibitors | 230,000 compounds, 0.66% hits; also: % is scaled to controls: 0 for no effect and ±100 for the full control effect; nearly all actives have a fitted effect of over 60% in size
#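 L3MBTL1 (50 nM) pre-complexed 30 min with biotinylated H3(1-15)K9me1 peptide (75 nM), then compounds added for 30 min at room temperature; AlphaScreen streptavidin donor/nickel chelate acceptor beads (10 ug/mL final) read after 30 min dark incubation.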
# ALDH1A1 block: blocks purified human ALDH1A1 activity | Purified ALDH1A1, NADH fluorescence, propionaldehyde substrate | P00352 | Potency, µM (top dose mostly 75.3 µM), for inactives: top-dose activity, negative = inhibition, usual class: inhibitors | 220,000 compounds, 7.3% hits; active = well fitted inhibition curve with a large enough effect, not every such curve was filed as active; inconclusive = small, poorly fitted or top-dose-only effect, or another doubt; inactive = no such curve, though single readings can be large or run the other way;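 also: plate controls were no enzyme wells and a reference inhibitor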
# Tau ThT inhib: inhibitors of human tau fibril formation, thioflavin T binding. recombinant tau K18 P301L (four-repeat tau fragment), heparin-induced fibrillization, ThT fluorescence. Potency, µM (doses to about 57.4 µM), for inactives: at the top dose activity, negative = inhibition, most hits filed as inhibitors. 270,000 compounds, 2.1% hits. AID 1460; also: % is scaled to controls: 0 for no effect and ±100 for the full control effect; nearly all actives have a fitted effect of over 55% in size
# Target sequence (P10636 561-689 P618L limits assumed): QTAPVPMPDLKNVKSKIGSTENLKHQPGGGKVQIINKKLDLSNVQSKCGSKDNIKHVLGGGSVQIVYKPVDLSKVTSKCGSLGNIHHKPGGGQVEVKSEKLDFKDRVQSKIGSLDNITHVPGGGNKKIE
#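 K18 P301L tau (15 uM + 0.24 uM Alexa 594-tagged), heparin 20 uM, NaOAc pH 7, 6 h 37 C; ThT 30 uM, 1 h RT, ex 450/em 510 nm.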
# JMJD2E inh: JMJD2E (human) inhibition | JMJD2E catalytic domain, FDH-coupled NADH fluorescence (FDH is formaldehyde dehydrogenase) | Potency, µM (top dose mostly 57.1 µM), without a hit: at the highest dose activity change, negative = inhibition, usual class: inhibitors | B2RXH2 | 230,000 compounds, 1.6% hits; active = well fitted inhibition curve with a large enough effect, not every such curve was filed as active; inconclusive = small, poorly fitted or top-dose-only effect, or another doubt; inactive = no such curve, though single readings can be large or run the other way;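 also: 0% = wells with enzyme and -100% = buffer wells without enzyme; nearly all actives have a fitted effect of over 50% in size; many of its hits are not listed in these tables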
# Target sequence (B2RXH2 1-337 limits assumed): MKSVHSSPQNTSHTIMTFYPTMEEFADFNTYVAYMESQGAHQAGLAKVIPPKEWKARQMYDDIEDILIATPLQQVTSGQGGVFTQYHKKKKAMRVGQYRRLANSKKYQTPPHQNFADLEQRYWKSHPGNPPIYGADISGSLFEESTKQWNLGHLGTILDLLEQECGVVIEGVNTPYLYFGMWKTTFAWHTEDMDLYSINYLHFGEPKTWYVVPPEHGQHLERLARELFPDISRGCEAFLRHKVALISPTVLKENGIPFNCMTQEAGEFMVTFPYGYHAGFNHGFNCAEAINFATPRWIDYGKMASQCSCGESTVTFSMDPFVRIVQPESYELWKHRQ
# SMN2 splice enh: SMN2 splice variant enhancement. 210,000 compounds, 2.8% hits. AID 1458. HEK293 SMN2-luciferase splicing reporter, luminescence, 30-36 h. Potency, µM (series often up to 46.1 µM), without a hit: top-dose activity change, positive = activation, actives largely listed as activators; also: % of control where 0% means no effect; nearly all actives have a fitted effect of over 55% in size
#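 HEK293 cells carry an SMN2 minigene-luciferase reporter in which exon 7 inclusion puts luciferase in frame. Cells were seeded at 2000 cells/well, attached for 10-12 hours, then exposed to compounds for 30-36 hours at 37C before ONE-Glo luminescence.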
# LMNA splice mod: changes lamin A minigene splicing in HeLa cells; HeLa LMNA splicing GFP/RFP minigene ratio, 48 h; Potency, µM (doses to about 46.1 µM), without a hit: at the highest dose ratio change, negative = inhibition, most hits filed as inhibitors; 200,000 compounds, 0.01% hits; active = well fitted inhibition curve with a large enough effect in the signal ratio, with a control signal flat, not every such curve was filed as active; inconclusive = small, poorly fitted or top-dose-only effect, or effect the other way, or a change in a side signal; the % refers to the signal ratio; also: % is scaled to controls: 0 for no effect and ±100 for the full control effect
#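 S3 HeLa cells stably expressing lamin A-EGFP splicing minigene plus DsRed2, 600 cells/well, 48 h compound exposure at 37C. Laser-scanning cytometry; analysed as GFP (500-530 nm)/RFP (575-640 nm) total intensity ratio; 0.5% DMSO vehicle.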
# Luc counter: blocks Kinase-Glo luciferase, a counter-screen artifact | Q27757 | Kinase-Glo luciferase, ATP luminescence, 8 min | Potency, µM (titrated, usually from 38.3 µM), without a hit: top-dose activity change, negative = inhibition, hits mostly inhibitors | 200,000 compounds, 0.28% hits | AID 1379; also: % is scaled to controls: 0 for no effect and ±100 for the full control effect; nearly all actives have a fitted effect of over 60% in size
#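 Luminescence was the read-out, taken after 8-minute incubation at ambient temperature. Luciferase turned over luciferin with 10 uM ATP in imidazole pH 7.2 buffer containing KCl, MgCl2, Tween 20 and BSA.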
# * marks the source's active call; other numbers are inactive results; i = inactive; ? = inconclusive; · = no result given; [ ] = dose if it differs, or a comment. Unless noted, calls follow the shape of the dose curve; as a rule, active = well fitted curve in the direction sought with a large enough effect; inconclusive = small, poorly fitted or top-dose-only effect, or another doubt; inactive = no such curve, though single readings can be large; an effect the other way counts as inactive or inconclusive. Potency is read from the fitted curve at half-maximal effect. Some of the compounds tested; the hit share may differ from the screen's.
(1) O=c1c2ccccc2nc(-c2ccccc2)n1/N=C/c1ccc([N+](=O)[O-])cc1
(2) CCn1c(NC(=O)c2ccccc2)c(-c2cccs2)c(=O)c2ccccc21
(3) Cc1cccc(Oc2nc(-c3ccccn3)nc3ccccc23)c1
(4) O=c1cc(-c2ccc(Cl)cc2)[nH]c2ccccc12
(5) CCOc1ccc(/C=N/NC(=O)C(C)N(c2ccc(OC)cc2)S(C)(=O)=O)cc1 (configuration not stated)
(6) CCCc1ccc(C(=O)Cn2nc(C(=O)O)c3ccccc3c2=O)cc1
(7) CN(C)/C=N/NC(=O)c1ccccc1
(8) O=C1[C@@H]2C(c3cccnc3)=NO[C@@H]2C(=O)N1c1ccc(Br)cc1

Screen / compound no.	1	2	3	4	5	6	7	8
L3MBTL1 block	2%	·	?	13%	-1%	6%	-3%	0%
SMN2 splice enh	?	-7%	·	·	3%	-4%	27%	·
LMNA splice mod	-10%	-23%	?	·	?	·	-4%[46 µM]	·
ALDH1A1 block	6%	-11%	-9%	·	-3%	8%	4%	7.9µM*
Tau ThT inhib	-2%	-8%	?	-5%	-16%	-10%	1%	2%
Luc counter	-2%	-3%	·	·	0%	1%	2%	·
JMJD2E inh	3%	6%	-5%	?	0%	12%	?	0%
RECQ1 helicase	-4%	-8%	i	i	i	-4%	1%	i

(9) CC(C)Oc1ccc(C(CC(=O)O)c2ccc(F)cc2)cc1 (configuration not stated)
(10) O=S(=O)(c1ccccc1)n1nc(-c2ccccc2)nc1NCc1ccco1
(11) COc1ccc(CCn2ccc(O)c(Cc3ccc(Cl)cc3Cl)c2=O)cc1OC
(12) Cc1ccc(C)c2[nH]c(=O)c(CCNC(=O)c3cccs3)cc12
(13) NC(=O)NC(=O)COC(=O)/C=C/c1cccs1
(14) COc1ccc(OC)c(NC(=O)C(=O)/C=C(\O)c2cc(OC)ccc2OC)c1
(15) COc1ccc2nc(NC(=O)CSC3=NCCS3)sc2c1
(16) Cc1ccc(NC(=O)CSc2nnc(-c3ccc(S(=O)(=O)N4CCOCC4)cc3)n2C)cc1

Screen / compound no.	9	10	11	12	13	14	15	16
L3MBTL1 block	·	-5%	5%	1%	7%	-12%	0%	?
SMN2 splice enh	·	0%	-8%	-15%	·	·	-7%	-42%[inhibitor]
LMNA splice mod	?	?	·	6%	·	-3%	?	4%
ALDH1A1 block	·	-11%	2%	?	·	-9%	-7%	-1%
Tau ThT inhib	-9%	-13%	10%	-5%	1%	?	?	0%
Luc counter	·	-4%	-1%	2%	·	·	-3%	-1%
JMJD2E inh	12%	-9%	-5%	-5%	5%	3%	-6%	1%
RECQ1 helicase	-13%	-13%	i	-2%	-3%	-6%	-7%	3%

# From compound 14 up to 15, as listed above:
(14) COc1ccc(OC)c(NC(=O)C(=O)/C=C(\O)c2cc(OC)ccc2OC)c1
(15) COc1ccc2nc(NC(=O)CSC3=NCCS3)sc2c1

Screen / compound no.	14	15
L3MBTL1 block	-12%	0%
SMN2 splice enh	·	-7%
LMNA splice mod	-3%	?
ALDH1A1 block	-9%	-7%
Tau ThT inhib	?	?
Luc counter	·	-3%
JMJD2E inh	3%	-6%
RECQ1 helicase	-6%	-7%

# Looked up by structure from above (3):
(10) O=S(=O)(c1ccccc1)n1nc(-c2ccccc2)nc1NCc1ccco1
(13) NC(=O)NC(=O)COC(=O)/C=C/c1cccs1
(16) Cc1ccc(NC(=O)CSc2nnc(-c3ccc(S(=O)(=O)N4CCOCC4)cc3)n2C)cc1

Screen / compound no.	10	13	16
L3MBTL1 block	-5%	7%	?
SMN2 splice enh	0%	·	-42%[inhibitor]
LMNA splice mod	?	·	4%
ALDH1A1 block	-11%	·	-1%
Tau ThT inhib	-13%	1%	0%
Luc counter	-4%	·	-1%
JMJD2E inh	-9%	5%	1%
RECQ1 helicase	-13%	-3%	3%

# The list goes on:
(17) CC(C)(C)c1ccc(C2(C)NC(=O)N(CC(=O)Nc3ccc4c(c3)OCO4)C2=O)cc1 (configuration not stated)
(18) O=C(CCCN1C(=O)/C(=C\c2ccccc2)SC1=S)Nc1ccccc1O
(19) COc1cc(CNC2CCCCCCC2)cc(Br)c1OCC#N
(20) NC(=NC(=O)c1cccc(C(F)(F)F)c1)c1ccc(C(F)(F)F)cn1
(21) CCCC(C)NC(=O)c1ccccc1SC (configuration not stated)
(22) COc1ccc(F)cc1S(=O)(=O)Nc1ccc2c(c1)OCO2
(23) Nc1cc(Cl)ccc1C(=O)OCC(=O)N1CCOCC1
(24) O=C(NCc1ccccc1Cl)c1cccc(NC(=O)c2ccccc2)c1

Screen / compound no.	17	18	19	20	21	22	23	24
L3MBTL1 block	·	-19%	5%	6%	6%	4%	-3%	-13%
SMN2 splice enh	-12%	·	-22%	·	5%	8%	·	?
LMNA splice mod	1%	·	?	·	·	-7%	·	?
ALDH1A1 block	-7%	·	-6%	·	11%	8%	?	-2%
Tau ThT inhib	-18%	-12%	4%	-11%	3%	6%	-1%	4%
Luc counter	-3%	·	-2%	·	-1%	3%	·	-1%
JMJD2E inh	-2%	1%	-8%	-7%	9%	5%	?	3%
RECQ1 helicase	-3%	-4%	-1%	-10%	i	1%	17%	-8%

(25) CCOC(=O)C(C)n1nc(/C=C/c2ccccc2)ccc1=O (configuration not stated)
(26) COc1cccc(NC(=O)N2CCN(c3cccc(C)c3)C(C)C2)c1 (configuration not stated)
(27) O=C(CSCc1ccc([N+](=O)[O-])cc1)Nc1cccc(C(=O)Nc2ccccc2C(=O)O)c1
(28) O=C(N/N=C/c1ccc([N+](=O)[O-])cc1)c1cccs1
(29) O=c1cc(NCCCO)c2ccccc2o1
(30) CC(=O)Nc1nc2ccccc2n1CCOc1ccccc1Cl
(31) CC(=O)Nc1ccc(S(=O)(=O)NC2(C(F)(F)F)C(=O)Nc3c2c(=O)[nH]c(=O)n3Cc2cccnc2)cc1 (configuration not stated)
(32) Cc1ccc(C(=O)C(NC(=O)c2ccco2)Nc2sc3c(c2C(N)=O)CCCC3)cc1 (configuration not stated)

Screen / compound no.	25	26	27	28	29	30	31	32
L3MBTL1 block	7%	-8%	0%	?	·	-10%	7%	-9%
SMN2 splice enh	0%	-9%	17%	·	9%	-46%[inhibitor]	·	25%
LMNA splice mod	-12%	-21%	8%	·	1%	?	?	-7%
ALDH1A1 block	?	?	-6%	-4%	?	10%	5%	?
Tau ThT inhib	-4%	-19%	?	?	3%	-5%	-3%	28µM*
Luc counter	0%	-1%	5%	·	-1%	2%	1%	-1%
JMJD2E inh	?	6%	14%	-3%	-3%	3%	-8%	?
RECQ1 helicase	-16%	-2%	-5%	-14%	i	-3%	-5%	-5%

(33) Cc1ccc(S(=O)(=O)N(C)c2c(C)ccc(S(=O)(=O)Nc3ccncc3)c2C)cc1
(34) Fc1cccc(CSc2ncnc3c2oc2ccccc23)c1
(35) CCOC(=O)C(CCCCCOc1ccc([N+](=O)[O-])cc1)C(=O)OCC
(36) CCOC(=O)C=Nc1c(N)n(C)c(=O)n(C)c1=O
(37) C=CCn1c(CNC(=O)c2ccco2)nnc1SCC(=O)Nc1cccc(Br)c1
(38) O=C(Cn1nnc(-c2ccccc2)n1)NCc1ccco1
(39) O=c1c2ccccc2cnn1Cc1n[nH]c(=S)n1-c1ccccc1Cl
(40) Cc1nc2ccc(S(=O)(=O)NC(CC(C)C)C(=O)O)cc2s1 (configuration not stated)

Screen / compound no.	33	34	35	36	37	38	39	40
L3MBTL1 block	7%	3%	63%[activator]	-4%	·	·	6%	-4%
SMN2 splice enh	-11%[1.84 µM]	·	-16%	-24%	-14%	-8%	-1%	-1%
LMNA splice mod	-11%	2%	11%	6%	2%	-3%	-3%	11%
ALDH1A1 block	6%	-5%	-10%	?	-7%	-9%	32µM*	-13%
Tau ThT inhib	-13%	-12%	?	?	-10%	-6%	-4%	-5%
Luc counter	-1%	·	0%	-2%	-6%	15%	0%	4%
JMJD2E inh	1%	-1%	4%	-4%	4%	0%	-4%	4%
RECQ1 helicase	-4%	-2%	-17%	2%	-2%	-1%	i	-11%

# An excerpt from above in order of their number in JMJD2E inh, ascending:
cpd | structure | JMJD2E inh
38 | O=C(Cn1nnc(-c2ccccc2)n1)NCc1ccco1 | 0%
1 | O=c1c2ccccc2nc(-c2ccccc2)n1/N=C/c1ccc([N+](=O)[O-])cc1 | 3%
37 | C=CCn1c(CNC(=O)c2ccco2)nnc1SCC(=O)Nc1cccc(Br)c1 | 4%

# Next entries follow.
(41) COc1ccc(OC(C)C(=O)Nc2ccc([N+](=O)[O-])cc2)cc1 (configuration not stated)
(42) COc1ccc(C2CC(=O)C(C(c3ccc(O)cc3)C3C(=O)CC(c4ccc(OC)cc4)CC3=O)C(=O)C2)cc1 (configuration not stated)
(43) COc1nc(OCCNC(=O)Nc2ccccc2)nc(N(C)C)n1
(44) Cc1ccc(S(=O)(=O)CC(O)CN2CCCC2=O)cc1 (configuration not stated)
(45) COc1cc(/C=N/NC(=O)CCNC(=O)c2ccccc2Cl)ccc1O
(46) COc1ccccc1CNC(=O)CCS(=O)(=O)c1ccc2c(c1)CCCN2C(C)=O
(47) CSc1nnc(C)c(=O)n1COC(=O)COc1ccc2ccccc2c1
(48) C/C(CC(=O)Nc1cccc(Cl)c1C)=N\NC(=O)C(=O)NCC(C)C

Screen / compound no.	41	42	43	44	45	46	47	48
L3MBTL1 block	-8%	-10%	32%[activator]	1%	?	-6%	8%	6%
SMN2 splice enh	-8%	·	-18%	6%	-2%	-15%	-8%	-11%
LMNA splice mod	?	·	14%	6%	-4%[46 µM]	7%	6%	3%
ALDH1A1 block	-10%	·	-17%	-3%	?	-11%	12%	?
Tau ThT inhib	-16%	?	-15%	-1%	-5%	-1%	-11%	-10%
Luc counter	1%	·	-3%	0%	-4%	3%	-1%	-1%
JMJD2E inh	6%	-3%	2%	-1%	?	-2%	28%	5%
RECQ1 helicase	14%	-13%	i	-1%	0%	i	-5%	5%
